ALOX12 inh = inhibitors of human 12S-lipoxygenase ALOX12; purified 12hLO, xylenol orange hydroperoxide absorbance; 580,000 compounds, 1.1% hits; AID 1671190; Potency, µM (series often up to 108 µM), without a hit: top-dose activity change, negative = inhibition, usual class: inhibitors; active means well fitted inhibition curve with a large enough effect; inconclusive means small, poorly fitted or top-dose-only effect, or another doubt; inactive means no such curve, though single readings can be large or run the other way
Target sequence (P18054 whole entry, looked up): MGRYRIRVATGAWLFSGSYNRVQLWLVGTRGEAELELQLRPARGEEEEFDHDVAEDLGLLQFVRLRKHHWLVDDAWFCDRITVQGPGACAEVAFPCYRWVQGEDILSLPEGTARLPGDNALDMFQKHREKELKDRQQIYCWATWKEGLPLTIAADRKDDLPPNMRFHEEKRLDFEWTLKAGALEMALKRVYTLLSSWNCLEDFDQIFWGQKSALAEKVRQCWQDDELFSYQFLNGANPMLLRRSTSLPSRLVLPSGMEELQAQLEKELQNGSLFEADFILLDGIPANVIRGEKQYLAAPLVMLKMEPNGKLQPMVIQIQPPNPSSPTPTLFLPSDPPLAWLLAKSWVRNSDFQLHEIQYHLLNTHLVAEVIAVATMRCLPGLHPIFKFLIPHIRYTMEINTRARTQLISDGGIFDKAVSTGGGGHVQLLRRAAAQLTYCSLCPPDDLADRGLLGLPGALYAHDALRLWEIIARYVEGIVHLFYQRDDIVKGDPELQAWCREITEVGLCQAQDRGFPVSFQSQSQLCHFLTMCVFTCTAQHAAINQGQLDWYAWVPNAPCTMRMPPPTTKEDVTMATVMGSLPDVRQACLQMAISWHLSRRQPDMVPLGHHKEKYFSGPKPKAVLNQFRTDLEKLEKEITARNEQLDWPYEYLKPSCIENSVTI
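Purified human 12hLO at 150 nM in 25 mM Hepes, 0.01% Triton X-100, pH 7.0, preincubated 15 min at room temperature with compound. Reaction started with 40 uM arachidonic acid, 30 min at room temperature. Hydroperoxide measured by Fe-xylenol orange, 573/405 nm absorbance ratio.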
* marks the source's active call; other numbers are inactive results; ? = inconclusive; [ ] = another dose, or the depositor's remark. On the % scale 0 is the no-effect control and ±100 the full control effect; potency means the concentration at half of the fitted maximal effect. These rows are one share of the data (hit frequency here may not be typical).

| molecule | ALOX12 inh |
| --- | --- |
| Cc1ccccc1-c1cnc2[nH]cc(CC(=O)N3CCOCC3)c2c1 | 4%[176 µM] |
| CC(C)(C)C(=O)N1C[C@H]2OC(=O)N(CCc3cccc(Cl)c3)[C@H]2C1 | 19% |
| N#CCCN(CCC#N)C(=O)c1cccs1 | -19% |
| Cc1csc(CNC(=O)c2ccc(C(N)=O)cc2)n1 | -26% |
| N#Cc1cccnc1NCCC12CC3CC(CC(C3)C1)C2 | -22% |
| CC1C(c2ccc(Cl)cc2)=[N+]([O-])C(C)(c2ccccc2)N1O (stereo not drawn) | 11% |
| CCCc1sc(C(=O)OCCOc2ccc(S(N)(=O)=O)cc2)cc1CC | -19% |
| COc1cc(OC)c(C#N)c(SCc2ccccc2)c1 | -18% |

Entries listed so far that have nitrogen in an aromatic ring, in the order listed:
| molecule | ALOX12 inh |
| --- | --- |
| Cc1ccccc1-c1cnc2[nH]cc(CC(=O)N3CCOCC3)c2c1 | 4%[176 µM] |
| Cc1csc(CNC(=O)c2ccc(C(N)=O)cc2)n1 | -26% |
| N#Cc1cccnc1NCCC12CC3CC(CC(C3)C1)C2 | -22% |

(listing goes on)
| molecule | ALOX12 inh |
| --- | --- |
| O=C(c1ccno1)N1C[C@@H]2OCC(=O)N(Cc3ccc(F)cc3)[C@@H]2C1 | 5%[176 µM] |
| COc1cc(CNc2nccc3c(=O)cc(N4CCOCC4)oc23)cc(OC)c1 | ? |
| CC(C)CCNC(=O)c1cnc2c(c1)N(C(=O)Cc1cn(C)c3ccccc13)CCC2 | 4%[176 µM] |
| O=C(N/N=C/c1cccc(F)c1)C1CC1 | -21% |
| COc1ccc(-c2nc(C)nc3c2CN(C(=O)c2ccc(C(F)(F)F)cc2)CC3)cc1 | 7% |
| Cc1cc2nc(-c3ccccc3)c(-c3ccccc3)nc2cc1C | -3% |
| c1cc(-c2cnn3cc(-c4ccc(OCCN5CCCCC5)cc4)cnc23)ccn1 | ? |
| O=C(O)COc1ccc(S(=O)(=O)Nc2ccc(Cl)c(Cl)c2)cc1 | ? |
| O=C(NCCCO)c1ccc2c(c1)C1(CCN(CC3CC3)C1)CN2Cc1ccccc1 (stereo not drawn) | 33%[activator][176 µM] |
| COc1ccccc1C(=O)N1CC(Oc2ccc3c(c2)OCO3)C1 | -1%[6.33 µM] |
| Nc1c(-c2nc3ccccc3[nH]2)c2ccccn2c1C(=O)c1ccccc1 | 30% |
| COc1ccc(OC(=O)c2cc3ccccc3oc2=O)cc1 | 7% |
| Cc1ccc(/C=C/S(=O)(=O)NCCC(=O)O)cc1 | -4% |
| Cc1ccsc1C(=O)N1CCC(N2C[C@H](O)C[C@H]2C(=O)NC2CCCCC2)CC1 | 70%[activator] |
| COC(=O)c1ccc(NC(=O)CCc2ccco2)cc1 | ? |
| COc1cccc(CN(C)CC(=O)NC(=O)NC2CCCC2)c1OC | -19% |
| CNC(=O)c1ccc(NC(=O)c2nc(C(O)c3ccccc3F)oc2C)cc1 (stereo not drawn) | -2%[176 µM] |
| Cc1ccc(CN(C(=O)c2ccco2)c2ccc(CC(=O)NCC3CCCO3)cc2)cc1 (stereo not drawn) | -18% |
| COc1ccc(CNC(=O)C23CCC(=O)N2CCS3)cc1 (stereo not drawn) | 4% |
| CCCSc1nc2c(c(=O)n(C)c(=O)n2C)n1Cc1ccccc1Cl | 9% |
| CN(Cc1ccc(F)cc1)Cc1ccc(OC(F)(F)F)cc1 | 39%[176 µM] |
| CNC(=O)N1CCC(C2CCN(C(=O)C3CCNCC3)C2)CC1 (stereo not drawn) | -1% |
| Cn1c(=O)c2c(nc(SCCO)n2Cc2ccccc2)n(C)c1=O | 6% |
| O=C(NCCc1ccccc1)C1CCCN(C2CCN(Cc3nccs3)CC2)C1 (stereo not drawn) | 26% |

3 of the compounds above, field by field:
CNC(=O)c1ccc(NC(=O)c2nc(C(O)c3ccccc3F)oc2C)cc1 (stereo not drawn)
  ALOX12 inh: -2%[176 µM]

Cc1ccc(CN(C(=O)c2ccco2)c2ccc(CC(=O)NCC3CCCO3)cc2)cc1 (stereo not drawn)
  ALOX12 inh: -18%

COc1ccc(CNC(=O)C23CCC(=O)N2CCS3)cc1 (stereo not drawn)
  ALOX12 inh: 4%

Remaining list, next part.
| molecule | ALOX12 inh |
| --- | --- |
| Nc1nc2c(ncn2[C@@H]2O[C@H](C(=O)N[C@H](Cc3ccccc3)C(=O)O)[C@@H](O)[C@H]2O)c(=O)[nH]1 | 9% |
| CCNC(=O)N1CC(C(=O)NCc2ccco2)CC(c2ccc(OC)c(OC)c2)C1 (stereo not drawn) | ? |
| O=C(C1CCCCC1)N1CCC2(CN[S+](=O)([O-])c3cnccc3O2)C1 (stereo not drawn) | 12%[6.33 µM] |
| O=C(Nc1cccc(C(F)(F)F)c1)c1nc2c(o1)CCN(Cc1cccc(F)c1)CC2 | -5%[176 µM] |
| CC(C)(C#N)/[N+]([O-])=C/c1ccc(Cl)cc1Cl | ? |
| CCN1C(=O)C2CC3(CCN(C(=O)CC4CCCC4)CC3)CN2C1=O (stereo not drawn) | 12% |
| O=C(c1ccccc1)N1CCCC(Cc2nc(C3CCOCC3)no2)C1 (stereo not drawn) | 11% |
| CCOC(=O)COc1cc(C)cc2oc(=O)cc(-c3ccccc3)c12 | -4% |
| CCOC(=O)C1=CC2(CC)CCCN3CCc4c(n1c1ccccc41)C32 (stereo not drawn) | ? |
| CC(C)C(CNC(=O)Cc1n[nH]c(=O)c2ccccc12)N1CCOCC1 (stereo not drawn) | 15% |
| CCc1ccc(-c2cc(C(=O)Nc3cccnc3)c3ccccc3n2)cc1 | -5% |
| CCC(O)c1cc2n(n1)CCCN(C(=O)CCc1ccsc1)C2 (stereo not drawn) | 18% |
| CC1(C(=O)NCc2cccnc2)CCCc2cnc(Nc3ccccc3)nc21 (stereo not drawn) | 30%[activator][176 µM] |
| CCc1noc(C)c1C(=O)Nc1sc(Cc2ccccc2)cc1C(N)=O | ? |
| CCC(NS(=O)(=O)c1cc(-n2cccn2)ccc1OC)C1CC(O)C1 (stereo not drawn) | 34%[activator] |
| Cc1c(CN2CCN(c3ncc(Cc4ccccc4)cn3)CC2)c(=O)n(-c2ccccc2)n1C | ? |
| CCN(CC)S(=O)(=O)c1ccc(NCc2ccccc2C#N)cc1 | -12% |
| Cc1cc2ncc(C(=O)N3CCOCC3)cn2n1 | -15%[176 µM] |
| Cc1cc(NCc2nc(-c3ccsc3)no2)ccc1-n1cnnn1 | -20% |
| CC(SCc1ccc(Br)cc1)C(=O)O (stereo not drawn) | ? |
| O=C(NNC(=S)Nc1ccccc1)c1ccc(NC(=O)C2CC2)cc1 | 12% |
| Cc1c(CN2CCN(c3ncc(F)cn3)CC2)[nH]c2ccc(F)cc12 | ? |
| O=C(NCc1cccc(Cl)c1)C(=O)Nc1ccc2cc[nH]c2c1 | ? |
| COc1cccc(-c2cn3c(n2)N(C(=O)C2CCCO2)CCC3)c1 (stereo not drawn) | 50%[activator] |
| NC1(N2SC(S)=C3CCCC=C32)CCCCC1 | ? |
| Cc1ccc(CNC(=O)C2CCCCC(=O)N2)cc1 (stereo not drawn) | -3% |
| CC(C)C[C@@H](N)[C@H](O)C(=O)N[C@H](C(=O)N[C@H](C(=O)N[C@@H](CC(=O)O)C(=O)O)C(C)C)C(C)C | ? |
| CC(C)(C)c1ccc(C(CC(=O)O)NC(=O)C2CCCCC2)cc1 (stereo not drawn) | -5% |
| CN1CCN(C(=O)N2CCn3nc(CN4CCC(CO)CC4)cc3C2)CC1 | 42%[activator] |
| O=[S+]([O-])(c1ccccc1)N1CC(Oc2ccc(F)cc2F)C1 | 4%[6.33 µM] |
| C#CCOc1c(Cl)cc(/C=C2\NC(=O)NC2=O)cc1OCC | -26% |
| CCCSc1ncc(CN2CCCC(c3nnc(CN(C)C)n3C)C2)cn1 (stereo not drawn) | 26% |

4 compounds drawn at random from those above:
| molecule | ALOX12 inh |
| --- | --- |
| CC(C)C[C@@H](N)[C@H](O)C(=O)N[C@H](C(=O)N[C@H](C(=O)N[C@@H](CC(=O)O)C(=O)O)C(C)C)C(C)C | ? |
| CN1CCN(C(=O)N2CCn3nc(CN4CCC(CO)CC4)cc3C2)CC1 | 42%[activator] |
| NC1(N2SC(S)=C3CCCC=C32)CCCCC1 | ? |
| O=[S+]([O-])(c1ccccc1)N1CC(Oc2ccc(F)cc2F)C1 | 4%[6.33 µM] |

Other compounds.
SMILES	ALOX12 inh
CN(C)C(=O)c1ccc(OC2CCN(C(=O)c3ccc(Cl)cc3)CC2)nc1	25%
CN1C(=O)C(c2ccccc2)CC12CCN(C(=O)CO)CC2 (stereo not drawn)	22%
Cn1c(-c2cccnc2)cc2cnc(Nc3ccc4c(c3)OCO4)cc21	?
CC1C(=O)C2(CCCCC2)C(=O)OC1c1ccc(Cl)cc1 (stereo not drawn)	?
O=C(c1ccccc1F)N1CCN(c2cc(-c3cccs3)[nH]n2)CC1	0%
O=C(NC1CCCCC1)C1CN(C(=O)c2ccccc2Br)CC12CCOCC2 (stereo not drawn)	40%[activator]
Cc1cnn(C(C)C(=O)N2CCC3(CCC(=O)N(C4CC4)C3)CC2)c1 (stereo not drawn)	7%
O=C(CCCSc1nc2ccccc2s1)Nc1ccc(F)c(F)c1F	?
Clc1cc(NCC2CC2)n2nccc2n1	87%[activator][176 µM]
Fc1cc(F)cc(Cc2nc3nccc(-c4ccco4)n3n2)c1	17%
O=C(Cn1nc2c(cc1=O)CCCC2)NC1CCN(Cc2ccccc2)CC1	43%[activator]
COc1ccc(CNC(=O)c2sc(NC(C)C)nc2C)cc1	48%
O=C(Nc1ccc2c(c1)OCCO2)C(=O)c1c[nH]c2ccc(F)cc12	-19%
Cn1c(NC(=O)c2ccco2)c(-c2cccc(C(F)(F)F)c2)c(=O)c2ccccc21	-3%
Cc1ncccc1C(=O)N1CCC(C(=O)N2CCCCCCNC(=O)CC2)CC1	29%
Cc1oc(-c2ccccc2)nc1C(=O)N(C)Cc1ccc(Br)cc1	?
CC(C)Cc1cc(C(=O)N2CCN(CCOc3ccccc3)CC2)on1	16%
CC(=O)Nc1ccc([C@H]2OCC(=O)N(CCN)[C@@H]2CO)cc1	7%[176 µM]
O=C(O)/C=C/c1cccc(I)c1	-3%
Cc1nc(N2CCC(C(=O)NC3CCC(C)CC3)CC2)cc(C(F)(F)F)n1 (stereo not drawn)	18%
O=C(COc1ccccc1-c1noc(COc2ccccc2)n1)N1CCCCCC1	8%
COc1cc(C(=O)N2N=C(C)CC2(O)C(F)(F)F)cc(OC)c1OC (stereo not drawn)	33%
CCOc1ccc(N(Cc2cc3cc(C)ccc3[nH]c2=O)S(C)(=O)=O)cc1	5%
Fc1ccc(CN2CCCN(c3nnnn3-c3ccccc3)CC2)cc1	-11%
Cc1nn2c(c1-c1cccnc1N1CCOCC1)N(CCC(C)C)CCC2	18µM*
Cc1ccccc1C(=O)NC12CC3CC(CC(C3)C1)C2	-22%
C=CCN(CC#CC1=CCCCC1)Cc1ccccc1	2%
CCCCCOC(=O)CSc1nc2c(c(=O)[nH]c(=O)n2C)n1Cc1ccc(C)cc1	?
Cc1ccc(NC(=O)N2C[C@@H](Oc3cccnc3)C[C@H]2C(=O)N2CCOCC2)cc1C	36%[activator]
Cc1cc(C)c(O)c(NC(=O)Cc2nn(C)c(=O)c3ccccc23)c1	-1%
Cc1ccc2oc(-c3ccc(Cl)c(NC(=O)c4cc([N+](=O)[O-])ccc4N4CCOCC4)c3)nc2c1	15%
COc1ccc(-c2cnc3n[nH]c(-c4ccc5c(c4)OCO5)c3n2)cc1	18%[176 µM]
CNC(=O)C(C)N(C)C(=O)c1coc(COc2ccc3ccc(OC)cc3c2)n1 (stereo not drawn)	46%[activator]
O=C(CCCc1ccccc1)Nc1ccc(OC2CCNCC2)nc1	2%
CCC(C(=O)NC1CCN(c2cn[nH]c(=O)c2)CC1)c1ccccc1 (stereo not drawn)	45%[activator]
CCN1CCN(C(=O)CCCN(c2cccc(C)c2)S(C)(=O)=O)CC1	?
COc1cccc(-c2ccc(CN)cc2)c1	12%[12.5 µM]
O=C(c1nn(Cc2ccccc2)c(=O)c2ccccc12)N(Cc1ccccc1)C1CC1	8%
CN(CCC(=O)NC(N)=O)C(c1ccccc1)c1ccccc1	-25%
O=C(O)C(c1c[nH]c2ccc(Br)cc12)N1CCN(Cc2cccs2)CC1 (stereo not drawn)	?
O=C(c1ccccc1)N1Cc2ccccc2CC2(CCN(CC3CCNC3)C2)C1 (stereo not drawn)	-15%[6.33 µM]
COc1ccccc1Nc1nc(-c2ccc(CNC(C)=O)cc2)cs1	?
COc1ccccc1OCCNC(=O)CC1=C2CCCCC2NC1=O (stereo not drawn)	30%
Cn1nccc1C(=O)N1CCn2c(nnc2[C@@H]2C[C@@H](O)CN2Cc2ccccc2)C1	10%
CN(CC1CCOC1)C(=O)c1ccc(F)cc1F (stereo not drawn)	18%
CN1CCC(OC2CCN(C(=O)c3ccccc3)CC2)CC1	1%
COCCOCC(=O)N1CCCCCC1c1nnc(-c2ccccc2)o1 (stereo not drawn)	33%[activator]
O=C(CSc1ccc2c(c1)OCCCO2)N1CCC(Cc2ccccc2)CC1	-33%
O=C(CCCc1ccccc1)N1CCN(c2cc(-c3ccccc3)[nH]n2)CC1	16%
CN1CCN(CC(=O)N2CCCC(c3ccc(Cl)cc3)C2)C1=O (stereo not drawn)	12%

Additional structures follow:
SMILES	ALOX12 inh
Cc1cccc(C)c1NC(=O)CN1C(=O)NC(c2ccccc2Cl)C2=C1COC2=O (stereo not drawn)	5%
COC(=O)C1=CN(Cc2ccc(OC)cc2)C=C(C(=O)OC)C1c1ccccc1OCc1ccccc1	-28%
CCn1ncc(CN2CC(F)(F)C[C@H]2c2nc(C(=O)NC)no2)c1C	13%
COc1ccccc1-c1cc(=O)c2cc(NS(=O)(=O)c3ccc(Cl)cc3)ccc2o1	?
COc1ccccc1C(=O)N[C@@H]1c2ccccc2C2(CCN(Cc3nccs3)CC2)[C@H]1OC	3%
Cc1cc(COc2ccc(S(=O)(=O)c3ccccc3)cc2)on1	13%
CN1CCCCC1CCNC(=O)c1ccc(N2CCOCC2)nc1 (stereo not drawn)	65%[activator]
